High-throughput results as filed in PubChem.
TTR transcr act – TTR transcription activation, primary screen; SH-SY5Y TTR promoter Gaussia luciferase, luminescence; 100% = recombinant luciferase protein wells; activation, % at 16.7 µM; AID 1117267; hit rate 1.3% among 92,000;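 active = activation above the mean of all tested compounds plus 3 SD, cut at about 9.5% in these data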;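 also: cells exposed to compounds for one day before reading; 0% = median of all test compound wells on the plate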
* marks the source's active call; other numbers are inactive results. Some of the compounds tested; the hit share may differ from the screen's.

SMILES | TTR transcr act
C#CCNC(=O)C[C@H]1C[C@@]2(C(=O)OC)C(=C[C@H](COCc3ccccc3)O[C@@H]2C)N(Cc2ccco2)C1=O | 0.3
CC1(C)CC(=O)C(C=NCCN2CCN(C3CC(=O)N(c4cccc(Br)c4)C3=O)CC2)=C(O)C1 (stereo not drawn) | -1.2
CCc1cccc(C)c1NC(=O)C1CC=CCC1C(=O)O (stereo not drawn) | 0.4
CCOc1ccc(Cn2c(=O)oc3ccc(C)cc32)cc1OC | -2.1
CCOC(=O)c1c(C)[nH]c(C)c1C(=O)COC(=O)/C=C/c1ccc(OC(F)F)cc1 | -2.2
c1nc(NCCN2CCOCC2)c2sc3nc(N4CCOCC4)c4c(c3c2n1)CCC4 | 1.4
O=C1CCN(Cc2ccccc2)CCN1CCOc1ccccc1 | 1.3
O=c1[nH]c(/C=C/c2ccccc2OC(F)F)nc2c1cnn2-c1ccccc1 | -0.9
Cc1cc(C)c(Cn2ncn(-c3ccc(Br)cc3)c2=O)c(C)c1 | -2.7
CN(C)c1ccc(C(=O)OCC(=O)N2CCCCCC2)cc1 | -2.2
CC1(c2nnnn2Cc2ccccc2)CCC(=O)N1CCCn1ccnc1 (stereo not drawn) | -1.2
CC1(OC(=O)CCc2ccccc2)C(=O)C=C2C=C(c3ccc(C#N)cc3)N(C(CO)CO)C=C2C1=O (stereo not drawn) | 1.3
CC(NC(=O)C1CCC1)c1ccc2c(c1)OCO2 (stereo not drawn) | -1.5
CN(C)C1(CNCC(O)c2ccccc2)CCCCC1 (stereo not drawn) | -0.7
N#CCC(=O)Nc1ccc(C(=O)OCC(=O)NC2CCCc3ccccc32)cc1 (stereo not drawn) | -0.1
CC(CC(=O)NCC1CCCO1)c1ccccc1 (stereo not drawn) | -0.6
CN1CCN(C2CCN(Cc3ccc(O)c4ncccc34)CC2)CC1 | -3.4
COC(=O)C[C@H]1CC[C@@H]2[C@H](COc3ccc(NC(=O)c4ccccc4OC)cc3C(=O)N2C)O1 | -0.9
O=S(=O)(c1cccc2ccccc12)N1CCC2CC1c1cc(-c3ccc4c(c3)OCO4)ccc12 (stereo not drawn) | 2.7
Cc1c(N/C(=N/S(=O)(=O)c2ccc(F)cc2)c2ccccc2)c(=O)n(-c2ccccc2)n1C | -0.2
CC1(C)CC(=O)c2sc(NS(=O)(=O)c3ccc(F)cc3)nc2C1 | -0.1
O=C(CSc1nc(-c2ccccc2F)nc2nc[nH]c12)Nc1c(Cl)cc(Cl)cc1Cl | 2.0
CC1CCN(S(=O)(=O)c2ccc(NC(=O)CN3CCCC(C)C3)cc2)CC1 (stereo not drawn) | -2.5
COc1ccc(/C=C(\C#N)C(=O)OCC(=O)NCc2ccccc2Cl)cc1 | -0.1
CCOC(=O)CSc1nc2c(sc3ccc([N+](=O)[O-])cc32)c(=O)n1Cc1ccco1 | -0.8
Next section:
SMILES | TTR transcr act
O=C1CN(C(=O)CSc2nnc(C3CC3)n2-c2ccccc2)c2ccccc2N1 | -1.2
Cc1ccc(/C=N/NC(=O)C2CCN(Cc3ccc(F)cc3Cl)CC2)o1 | -2.0
O=[N+]([O-])c1ccc2cc[nH]c2c1 | 0.8
CC1CC(C)CN(C(C(=O)NC2CCCCC2)c2cc3ccccc3o2)C1 (stereo not drawn) | -1.0
Cc1cc(Br)ccc1NC(=O)C(C)c1ccc([N+](=O)[O-])cc1 (stereo not drawn) | 3.9
O=C(NCCN1C(=O)S/C(=C\c2ccccc2Cl)C1=O)C1=COCCO1 | 2.2
OC(CNCC1COc2ccccc2O1)COCc1cccs1 (stereo not drawn) | -3.1
COCCCNC(=S)NC(=O)c1ccc(C)cc1 | -0.1
CC(=O)OCCC(NS(=O)(=O)OCC(Cl)(Cl)Cl)c1ccccc1 (stereo not drawn) | 6.5
O=C(Nc1ccc2oc(-c3ccccc3)nc2c1)c1ccc2c(c1)OCCO2 | -2.5
S=C(NCc1ccccc1)N1CCCCC1 | 0.4
O=C(O)c1ccc2c(c1)N(Cc1cccc(F)c1)C(=O)CS2 | 1.1
COc1ccc(N2CCN(C(=O)c3ccc4c(c3)CCN4S(=O)(=O)c3ccccc3)CC2)cc1 | -1.4
Cn1nnnc1Sc1ncnc2scc(-c3cc4ccccc4o3)c12 | -13.2
CC(C)(C)OC(=O)C[C@H]1C/C=C\C[C@H](CC(=O)N[C@H](CO)Cc2ccccc2)C(=O)N[C@@H](Cc2ccccc2)COC1=O | 2.8
Cc1ccc(C(=O)Cc2ccccc2)o1 | 1.2
O=C1Nc2cc(Cl)c(Cl)cc2N(O)N1c1ccc(Cl)c(Cl)c1 | 2.4
CCn1c(COc2ccc(=O)n(-c3ccccc3)n2)nnc1SCc1cccc(OC)c1 | 0.4
COCCN1C(=O)CCC1(C)c1nnnn1-c1ccc2c(c1)OCCO2 (stereo not drawn) | 1.3
COCCn1c(SCC(=O)N2CC(=O)Nc3ccccc32)nnc1-c1ccoc1C | 0.0
COc1ccc2[nH]c3c(c2c1)CCN1C(=O)C(CC(=O)NCCC2=CCCCC2)C[C@H](C(=O)N(C(C)C)C(C)C)[C@@]31C (stereo partly drawn) | -1.4
CC(=O)N1CCN(CC(=O)c2ccc(Br)cc2)CC1 | 1.3
CCCCNC(=O)C1(C)CCCCN1C(=O)c1cncc(Br)c1 (stereo not drawn) | 2.3
CCCC(=O)C1=C(N(C)c2ccccc2)CC(C)(C)C(C(=O)OC)C1=O (stereo not drawn) | 3.4
C#CCNC(=O)C[C@H]1C[C@@]2(C(=O)OC)C(=C[C@H](C(C)(C)C)O[C@@H]2C)N(Cc2ccc(Cl)cc2Cl)C1=O | -0.8
The results go on.
SMILES | TTR transcr act
O=C(Nc1cc(Cl)cc(Cl)c1)c1cccnc1 | -1.2
Cc1ccc(-c2nnc3ccc(SC(C)C(=O)O)nn23)cc1 (stereo not drawn) | -1.2
CCN(CC)Cc1ccccn1 | 0.8
C(=C\c1ccccc1)/CN1CCN(C(CCc2ccccc2)c2nnnn2C2CCCCC2)CC1 (stereo not drawn) | -2.3
COc1ccc(/C=N\NC(=O)c2cc3c(ccc4ccccc43)o2)cc1O | -2.4
O=C(CCSc1ccc(F)cc1)NNC(=O)c1ccc([N+](=O)[O-])cc1 | -0.8
Cc1ccc(Nc2nc(N)nc(CN3CCN(Cc4ccc5c(c4)OCO5)CC3)n2)cc1C | 7.0
O=C(CCS(=O)(=O)c1ccc(Br)s1)N1CCc2ccccc21 | -1.7
O=C(NC(=S)NCc1nc2ccccc2[nH]1)c1ccccc1F | 0.2
Cc1ccc(N(C(C)C(=O)Nc2ccc3c(c2)OCO3)S(C)(=O)=O)cc1 (stereo not drawn) | 1.3
CSCc1ccc(C(=O)NCc2ccccc2)cc1 | -0.5
Cc1cccn2c(=O)c3cc(S(=O)(=O)c4ccc(F)cc4)c(=N)n(Cc4ccco4)c3nc12 | 5.4
O=C(N/N=C\c1ccc(CNS(=O)(=O)c2ccccc2)o1)C(=O)Nc1ccc(F)cc1 | 0.0
Cc1cccc(CSC2=NCCN2C(=O)c2ccc(S(=O)(=O)N(C)C)cc2)c1 | -0.8
O=C1C2C3C=CC(C3)C2C(=O)N1c1ccc2ccccc2c1 (stereo not drawn) | -0.9
Cc1ccc(-c2nnn(CC(=O)N(CC3CCCO3)C(C(=O)NC3CCCCC3)c3ccc(F)cc3)n2)o1 (stereo not drawn) | -1.5
Nc1nccc(SCc2ccc(Cl)cc2Cl)n1 | 2.1
Cn1c(=O)c2c(nc(NCc3ccco3)n2Cc2ccc(Cl)cc2Cl)n(C)c1=O | -0.9
COc1ccc(C2C(O)C(c3c[nH]c4ccccc34)=NN2C(=O)CCl)cc1 (stereo not drawn) | -5.1
Cc1ccc(N2CCN(C(=O)c3ccccc3Br)CC2)c(C)c1 | -2.2
Cn1c(=O)[nH]c(=O)c2c1nc(N1CCOCC1)n2CCSc1nc2ccccc2[nH]1 | -1.5
C[C@@H](NC(=O)c1nc[nH]c1C(=O)N1CCN(c2ccccc2)CC1)c1ccccc1 | 2.7
O=C(CCSCc1ccccc1Cl)N1CCN(c2cccc(Cl)c2)CC1 | 1.7
CC(C)(C)OC(=O)N1CCC(C(=O)Nc2cccc(C(=O)NC3CC3)c2)CC1 | 0.1
O=C(CSc1ccc2nnc(-c3ccc(Cl)cc3)n2n1)N1CCCC1 | -0.8

Given with tabs: entries from further up.
Compound	TTR transcr act
C#CCNC(=O)C[C@H]1C[C@@]2(C(=O)OC)C(=C[C@H](COCc3ccccc3)O[C@@H]2C)N(Cc2ccco2)C1=O	0.3
CC1(C)CC(=O)C(C=NCCN2CCN(C3CC(=O)N(c4cccc(Br)c4)C3=O)CC2)=C(O)C1 (stereo not drawn)	-1.2
CCc1cccc(C)c1NC(=O)C1CC=CCC1C(=O)O (stereo not drawn)	0.4
CCOc1ccc(Cn2c(=O)oc3ccc(C)cc32)cc1OC	-2.1
CCOC(=O)c1c(C)[nH]c(C)c1C(=O)COC(=O)/C=C/c1ccc(OC(F)F)cc1	-2.2
c1nc(NCCN2CCOCC2)c2sc3nc(N4CCOCC4)c4c(c3c2n1)CCC4	1.4
O=C1CCN(Cc2ccccc2)CCN1CCOc1ccccc1	1.3
O=c1[nH]c(/C=C/c2ccccc2OC(F)F)nc2c1cnn2-c1ccccc1	-0.9
Cc1cc(C)c(Cn2ncn(-c3ccc(Br)cc3)c2=O)c(C)c1	-2.7
CN(C)c1ccc(C(=O)OCC(=O)N2CCCCCC2)cc1	-2.2
CC1(c2nnnn2Cc2ccccc2)CCC(=O)N1CCCn1ccnc1 (stereo not drawn)	-1.2
CC1(OC(=O)CCc2ccccc2)C(=O)C=C2C=C(c3ccc(C#N)cc3)N(C(CO)CO)C=C2C1=O (stereo not drawn)	1.3
CC(NC(=O)C1CCC1)c1ccc2c(c1)OCO2 (stereo not drawn)	-1.5
CN(C)C1(CNCC(O)c2ccccc2)CCCCC1 (stereo not drawn)	-0.7
N#CCC(=O)Nc1ccc(C(=O)OCC(=O)NC2CCCc3ccccc32)cc1 (stereo not drawn)	-0.1
CC(CC(=O)NCC1CCCO1)c1ccccc1 (stereo not drawn)	-0.6

Further results.
SMILES | TTR transcr act
COc1ccc2c(c1)C1NC(=S)NC(C)(O2)C1C(=O)Nc1ccccc1C (stereo not drawn) | 0.8
COc1ccc(OC)c(Cc2nnc(CCC(=O)NC(C3CC3)C3CC3)o2)c1 | 0.2
O=C(CN1C(=O)c2ccccc2C1=O)Nc1cc([N+](=O)[O-])ccc1O | 0.3
CCOc1ccccc1CNCCNCC(C)O (stereo not drawn) | 1.6
Cc1nn(Cc2ccccc2)c(C)c1C(=O)OCC(=O)c1cc(C)n(C2CC2)c1C | -1.4
COc1ccc(NC(=S)Nc2cccc([N+](=O)[O-])c2)cc1 | 0.5
CC(C)(C)NC(=O)/C(=C\c1cccnc1)NC(=O)c1ccco1 | 0.3
O=C(CCN1C(=O)c2ccccc2C1=O)Nc1ccc(-c2nc3ccccc3s2)cc1 | 0.6
Cc1nc2ccc(NS(=O)(=O)c3ccc(F)c(F)c3F)cc2s1 | -0.4
COc1ccc([C@H]2Cc3cccc(O)c3C(=O)O2)cc1O | 0.1
CCOC(=O)c1cccc(NC(=O)c2cc3ccccc3o2)c1 | -1.1
COc1cc(/C=N/Nc2nc(=O)[nH]nc2C)ccc1O | 0.5
CC(C)Cn1c(-c2ccccc2)nc2ccccc2c1=O | -1.8
CCn1c(SCC(=O)NCc2cccs2)nnc1-c1ccncc1 | -1.9
COc1ccc2[nH]c(=O)c(CN(Cc3cccs3)S(=O)(=O)c3cccc4nsnc34)cc2c1 | -2.4
O=C(COC(=O)c1ccc(Br)c(S(=O)(=O)N2CCOCC2)c1)NC1CC1 | 7.6
CN(C)CCNC(=O)C(=O)Nc1cc2c3c(c1)CCN3C(=O)CC2 | -0.2
Cc1cc(C(=O)N/N=C/c2ccccc2)c(C)o1 | 1.2
COc1ccc(Nc2ccc(Nc3ccc(OC)cc3)nn2)cc1 | 0.6
O=C(COc1cccc([N+](=O)[O-])c1)NN1C(=O)c2ccccc2C1=O | -1.1
Cc1cccc(C)c1-n1c(=O)n(Cc2ccccc2)c(=O)c2[nH]cnc21 | 0.1
NC(=O)C(NC(=O)OCc1ccccc1)c1ccccc1 (stereo not drawn) | -2.1
O=C(NCc1ccc(N2CCCC2=O)cc1)Nc1cccc2ccccc12 | 6.1
Cn1nccc1NC(=O)Nc1ccc(OC(F)(F)F)cc1 | 1.6
Cc1ccc(S(=O)(=O)N2[C@@H](c3ccc(F)cc3)C(C(=O)O)=CC[C@H]2c2cccc(Cl)c2)cc1 | 1.1
(more compounds)
SMILES | TTR transcr act
C=C(C)COc1ccc(-c2nc(N)nc(C)c2Oc2ccccc2OC)c(O)c1 | 5.6
O=c1[nH]cnc2c1sc1nc(C(F)F)cc(-c3ccccc3)c12 | -2.0
O=C(c1ccc(C(F)(F)F)cc1)C1CCCN(C(=O)CCc2ccncc2)C1 (stereo not drawn) | 1.1
CCOC(=O)c1ccccc1NS(=O)(=O)c1ccc(OCC)cc1 | 0.3
CSc1ccc(/C=c2\s/c(=C\C(=O)C(C)(C)C)n(CC(=O)NCCC3=CCCCC3)c2=O)cc1 | -0.9
CN(CC(=O)NCCN1CCN(c2ccccc2)CC1)S(=O)(=O)c1ccc2c(c1)CCC(=O)N2 | 0.2
CN(C)/C=C1/Nc2ccccc2C1=O | 1.2
CCC(c1nnnn1-c1ccc2c(c1)OCCO2)N1CCN(CC)CC1 (stereo not drawn) | 1.4
COC(CNC(=O)c1ccc2c(c1)nc(C)n2-c1ccc(F)c(F)c1)OC | -1.6
CCOc1ccc2nc(NS(=O)(=O)c3ccc4c(c3)n(C)c(=O)n4C)sc2c1 | 0.5
Cn1nc(C(=O)Nc2ccc(Br)cc2)cc1C(=O)Nc1ccc(Br)cc1 | -0.6
COc1cc(-c2cc(C(=O)NCc3ccco3)c3ccccc3n2)cc(OC)c1OC | -2.3
CCOc1ccc(CCN2C(=O)c3ccc(C(=O)O)cc3C2=O)cc1OCC | 0.2
O=C(CCCn1c(SCc2cc(=O)n3cc(Cl)ccc3n2)nc2ccccc2c1=O)NCC1CCCO1 (stereo not drawn) | -0.9
O=C(O)c1cccc2c1Oc1ccccc1S2(=O)=O | 0.1
COc1ccc(NC(=O)C2CCCN2S(=O)(=O)c2ccc3c(c2)C(C)(C)C(=O)N3C)cc1 (stereo not drawn) | 7.2
Cc1ccc(S(=O)(=O)N2CCN(c3ccc(C(=O)N4CCOCC4)cc3[N+](=O)[O-])CC2)cc1 | -2.9
